mHTT-CaM PPI inh = mutant huntingtin-calmodulin interaction inhibitors – biochemical, AlphaScreen, primary screen; AID 1671202, 2021; AlphaScreen His-mHTT/GST-CaM binding, luminescence; 3.6% of 190,000 active; inhibition, % at 15 µM;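 note: 0% = both proteins with DMSO and 100% = one protein alone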
Pf apPOL inh = Pf-apPOL inhibitors, biochemical, fluorescence; Plasmodium falciparum apicoplast DNA polymerase (apPOL); Recombinant Pf-apPOL, molecular beacon fluorescence, 1.5 h; inhibition, % at 10 µM; 0.25% of 210,000 active
Active calls of the source: *; . = not tested or not shown. Cut-off read from the data, not from the text of the source: active = inhibition above about 50%; inactive = the rest.

nr	molecule	mHTT-CaM PPI inh	Pf apPOL inh
1	CN(Cc1ccccc1)S(=O)(=O)c1ccc(N2CCOCC2)nc1	.	-14
2	N#CC1=C(N)Oc2n[nH]c(-c3ccccn3)c2C1c1cccnc1 (centres undefined)	29	-3
3	Cc1cc(N2CCN(c3ncccn3)CC2)nc2ccc(NC(=O)Cc3cccs3)cc12	-2	-1
4	Cc1cccc(Sc2nccnc2N2CCC(C(=O)NC3CC3)CC2)c1	-3	-4
5	O=C(c1cnccn1)N1CCCC2(C1)Nc1cccnc1NC2=NCc1ccccc1 (centres undefined)	0	-4
6	O=C(Nc1cccc(Cl)c1F)N1CCc2c(nc[nH]c2=O)C1	0	-5
7	COc1cc(S(=O)(=O)NCc2ccc3c(c2)OCO3)c(OC)cc1Br	0	-9
8	CCOc1ccccc1N1CCN(Cc2ccc(Br)s2)CC1	4	-2
9	COc1cc([N+](=O)[O-])cc2sc(NC(=O)CCS(=O)(=O)c3ccc(C)cc3)nc12	-2	5
10	COc1ccc([N+](=O)[O-])cc1N=C1C(=O)Nc2ccccc21	4	4
11	O=C(O)CCCNc1ccc([N+](=O)[O-])cc1[N+](=O)[O-]	.	27
12	O=C1NC(=Nc2ccccc2)SC1Cc1cccc(Cl)c1 (centres undefined)	-8	9
13	Cc1ccc(NC(=O)N2CCN(CC(=O)N3CCCCC3)C(=O)C2)cc1	-7	-1
14	CN1C(=O)C(=O)C(=C(O)c2ccc(Br)cc2)C1c1ccc(Cl)cc1 (centres undefined)	-2	-31
15	CCOc1ccc(C2=NC3(CCN(CC)CC3)NC(c3cccc(OCC)c3O)C2)cc1 (centres undefined)	13	4
16	Cc1cccc(CNC(=O)c2ccc3c(c2)n(C)c(=O)c2ccnn23)c1	58*	6
17	COCc1nc(N2CCCCC2)c2c(C)nn(-c3ccccc3Cl)c2n1	1	-4
18	Clc1ccc(/C=C/c2ncc3ccccn23)cc1	8	-3
19	Cc1ccc([C@H]2C[C@H](O)[C@@H](n3cc(-c4ccc(F)cc4)nn3)CN2CC2CCCCC2)cc1	15	-1
20	CC=C1C(OC2OC(CO)C(O)C(O)C2O)OC=C(C(=O)OC)C1CC(=O)OCCc1ccc(O)c(O)c1 (centres undefined)	.	-5
21	CCCc1ccc(-c2ccc(OC(F)F)cc2)nc1	-106	-1
22	CCOCC(=O)NCCNC(=O)c1ccc(NC(C)=O)cc1	-10	-8
23	O=C(O)c1ccc(N=c2oc3cc(O)ccc3cc2C(=O)Nc2ccc(F)c(Cl)c2)cc1	28	-6
24	COc1ccc(/C=C2\C(=O)N(c3ccccc3)N=C2c2ccccc2)cc1OC	47	-6
25	O=C(CC1CCCC1)Nc1ccc2c(c1)CCC(=O)N2	-4	1
26	CCCCSc1nc(C)c(C(C)=O)cc1C#N	-34	-5
27	CCCNC(=O)c1csc(-c2ccccc2OC)n1	-3	-6
28	CCC12CN3CC(CC)(CN(C1)C3c1ccc(C(C)C)cc1)C2O (centres undefined)	12	-3
29	CN(C(=O)n1nnc2ccccc21)c1ccccc1	0	2
30	COc1cccc(NC(=O)N2CCN(CCNC(=O)c3ccsc3)CC2)c1	-5	3
31	COc1ccccc1N1CCN(CC(N)=O)CC1	-1	1
32	O=C1OC(c2cccc(F)c2)=N/C1=C\c1ccccc1F	-2	-2
33	Cc1oc2ccccc2c2nn(C)c(=O)c1-2	.	8
34	Cc1ccc(-c2cc(-c3ccccc3)cc(-c3ccc(C)cc3)n2)cc1	.	-2
35	Cc1nn(-c2ccc(C(=O)N3CCN(c4ccccc4F)CC3)cc2)c2c1C(=O)CCC2	23	-4
36	Cc1cc(NC(=O)N2CCC(c3cc(=O)n4nccc4n3C)CC2)ccc1Br	4	-1
37	Cc1ccc2c(c1)/C(=C\c1c(Cl)cccc1Cl)C(=O)N2	33	-6
38	CCCOc1ccc(C(=O)Nc2nc3ccccc3s2)cc1	-12	-6
39	COc1cc(CN2CCN(C3CCN(Cc4ccccc4)CC3)CC2)cc(OC)c1O	-2	-2
40	N=c1c(C(=O)NCc2ccccc2)cc2c(=O)n3ccccc3nc2n1CCN1CCOCC1	-5	3
41	COc1ccc(NC2=CC(=NS(=O)(=O)c3ccc(C)cc3)c3ccccc3C2=O)cc1	46	-5
42	CC(C)(CO)NC(=O)Cc1ccc(NC(=O)C2(c3ccc(F)cc3)CC2)cc1	-6	-6
43	COc1ccc(C2Nc3ccccc3C(=O)N2Cc2ccccc2)cc1Cn1cc([N+](=O)[O-])cn1 (centres undefined)	9	-9
44	CCN(CC)c1c([N+](=O)[O-])c(=O)sc2ccccc12	6	-2
45	Cn1c2c(c(=O)n3ncnc13)CCCC2	.	-4
46	COc1ccccc1Nc1nc(-c2cc(C)ccc2C)cs1	24	2
47	Nc1ncnc(Nc2ccccc2N=Cc2ccccc2O)c1[N+](=O)[O-]	16	1
48	CCSc1nc(C2CC2)cc(-c2cccs2)c1C#N	-132	-6
49	Cc1cc(C)c2c(N3CCCC3)nc(C(=O)NC3CC3)nc2n1	-1	-2
50	Cc1cc(C)c2c(c1C(=O)Nc1cccc(C(F)(F)F)c1)CC(C)(C)C2=O	.	-5
51	COc1ccccc1C(=O)Nc1ccc(S(=O)(=O)Nc2nccc(C)n2)cc1	3	-1
52	CCCCN1C(=O)C(C)(C(=O)Nc2ccc(F)cc2Cl)Oc2cccnc21 (centres undefined)	-23	-5
53	COc1ccccc1OCC#CCNC(=O)C1CCCC1	-4	0
54	COc1cccc(C2CC(c3ccc(F)cc3)=NC3(CCN(C)CC3)N2)c1O (centres undefined)	11	-2
55	O=S(=O)(O)c1cccc2cccc(Cl)c12	.	1
56	O=C(Nc1ccc(O)cc1)c1ccco1	2	-14
57	O=C(c1nccc2ccccc12)N1CCCC1c1nc(-c2ccc(F)cc2F)no1 (centres undefined)	5	-2
58	CC(=O)C1=C(O)C(=O)N(CC(=O)O)C1c1ccccc1F (centres undefined)	-2	-4
59	O=C1NC(=O)N(c2cccc(Cl)c2)C(=O)/C1=C/c1cccn1-c1ccccc1	4	0
60	CCNC(=O)c1cnn(-c2ccccc2)c1CC	-2	-1

Remaining list, next part.
nr	molecule	mHTT-CaM PPI inh	Pf apPOL inh
61	O=C(NCCc1ccccn1)C1CCN(c2ccc(Br)cc2F)C1=O (centres undefined)	4	4
62	COc1cccc(NC(=O)C2CCc3nc(N4CCN(C(=O)C(C)C)CC4)sc3C2)c1 (centres undefined)	12	1
63	Cc1ccccc1CC(=O)N1CCc2[nH]nc(C(=O)N3CCC(C)CC3)c2C1	2	2
64	O=C(NC1CC1)c1cc(N2CCCC2)n2nccc2n1	-28	-1
65	O=c1[nH]c2ccsc2c(=O)n1-c1cccc(C(F)(F)F)c1	1	2
66	CC12CCC(O)CC1=CCC1C2CCC2(C)C(=NNC(N)=O)CCC12 (centres undefined)	.	0
67	O=C(CSc1ccccc1C(=O)O)NCc1ccc2c(c1)OCO2	.	-5
68	Cc1cc(C2C(C#N)=C(N)N(c3cccnc3)C3=C2C(=O)CCC3)c(C)s1 (centres undefined)	-2	-4
69	CC(=O)N1CCC(n2c(C)nc(C(=O)NCCCN3CCCc4ccccc43)c2C)CC1	45	-6
70	O=C(Nc1ccccc1C(F)(F)F)C1c2ccccc2Oc2ccccc21	2	7
71	O=C(CCSc1ccccc1)Nc1ccc2c(c1)CCC(=O)N2	-8	-5
72	Cc1cccc(C)c1Nc1c(-c2ccsc2)nc2ncccn12	7	-1

By substructure, the compounds so far containing a cyano group (four)
nr	molecule	mHTT-CaM PPI inh	Pf apPOL inh
2	N#CC1=C(N)Oc2n[nH]c(-c3ccccn3)c2C1c1cccnc1 (centres undefined)	29	-3
26	CCCCSc1nc(C)c(C(C)=O)cc1C#N	-34	-5
48	CCSc1nc(C2CC2)cc(-c2cccs2)c1C#N	-132	-6
68	Cc1cc(C2C(C#N)=C(N)N(c3cccnc3)C3=C2C(=O)CCC3)c(C)s1 (centres undefined)	-2	-4

(listing goes on)
nr	molecule	mHTT-CaM PPI inh	Pf apPOL inh
73	Cc1csc(COc2ccc(C(=O)NC(C)CCc3ccccc3)cc2)n1 (centres undefined)	-4	-5
74	Cc1cc([N+](=O)[O-])ccc1NC(=O)COc1ccccc1C	1	4
75	COc1ccc(C(=O)C=Cc2ccc(Cl)cc2Cl)c(O)c1	4	2
76	COc1ccc(Br)cc1C(=O)Nc1cc2ccccc2oc1=O	2	-2
77	Cc1ccc(C(=O)Nc2ccc(N3CCOCC3)c(Cl)c2)cc1[N+](=O)[O-]	0	-6
78	O=[N+]([O-])c1ccccc1OCC(O)CN1CCN(c2ccccc2F)CC1 (centres undefined)	-3	0
79	CSc1nnc2c(n1)OC(c1ccc([N+](=O)[O-])cc1)Nc1ccccc1-2 (centres undefined)	3	7
80	O=c1/c(=C/c2ccc(OCc3ccccc3)cc2)sc2nc(-c3cccnc3)nn12	1	0
81	O=C(c1ccnc(N2CCNC(c3ccccc3)C2)c1)N1CCCC1 (centres undefined)	-1	-4
82	CN(C)S(=O)(=O)NCCn1nc(-c2cccs2)ccc1=O	-26	-4
83	Cc1ccc2[nH]c(=O)c(-c3nc(-c4ccc(F)c(Br)c4)no3)c(O)c2c1	-5	-4
84	COc1ccc(CNC(=O)C2CCCN(c3cc(=O)n(C)c(=O)n3C)C2)cc1 (centres undefined)	-3	-1
85	COc1ccc(CNC(=O)C2CCN(c3c(C#N)cnc4ccc(C)cc34)CC2)cc1	7	-2
86	O=C(Nc1ccccc1C(=O)N1CCN(CCO)CC1)c1ccc(Cl)cc1Cl	1	-7
87	CS(=O)(=O)NC(=NC1CCCC1)Nc1ccccc1	-16	0
88	Cc1cn(C(C)C(=O)N2CCOCC2)c(=NC(=O)c2cccc(Cl)c2)s1 (centres undefined)	-8	4
89	COCCNC(=O)c1cc2nc(-c3ccc(C)cc3)cc(C(F)(F)F)n2n1	-7	-3
90	Cc1c(C=CC(=O)Sc2c(Cl)cccc2Cl)sc2ccccc12	.	6
91	Cc1cc(C(F)(F)F)n2ncc(-c3ccc(Cl)cc3)c2n1	-5	3
92	Cc1ccc(Nc2cc(C)nc(N3CCN(C(=O)c4ccco4)CC3)n2)cc1	16	-1
93	COC(=O)c1ccc(N2C(=O)CC(Nc3ccc(N4CCCCC4)cc3)C2=O)cc1 (centres undefined)	-2	-5
94	COc1ccc(Cl)cc1NC(=O)CCCn1cnc([N+](=O)[O-])n1	6	-9
95	Cc1nc2c(ccc3nc(NC(=O)c4ccc(Cl)s4)sc32)s1	-3	5
96	COc1ccccc1C(=O)N1CCCC(COc2ccc(C(=O)NC3CC3)cc2)C1 (centres undefined)	13	2
97	CCN1CCN(CC2CCN(S(=O)(=O)Cc3ccccc3F)CC2)CC1	-6	-4
98	CCOC(=O)C[C@H]1c2ccccc2S(=O)(=O)N1c1ccccc1	-6	-6
99	O=C(Nc1cnc(N2CCCCCC2)nc1)c1nccc2ccccc12	7	-6
100	CC(C)(C)CC(=O)N1CCCC(c2nc(CNC(=O)C3CCC3)cs2)C1 (centres undefined)	18	-4
101	CC1(C)CC(=O)C2=C(C1)Nc1ncnn1C2c1ccccc1Cl (centres undefined)	0	2
102	O=C(O)CSc1nc2ccccc2c(=O)n1-c1ccccc1	1	-6
103	O=C(Nc1ccccc1)c1ccc(Cn2cncn2)cc1	-5	0
104	O=C(Nc1c2c(nn1-c1cccc(Cl)c1)CSC2)c1ccc(Br)cc1	-4	-3
105	Cc1noc(-c2cccnc2)c1C(=O)NC(C)c1cccc2ccccc12 (centres undefined)	32	-9
106	Cc1nccn1-c1ccc(C(=O)NCc2ccc(Cl)cc2)nn1	-4	-7
107	COc1ccccc1-n1c(SCC(=O)c2ccccc2)nc(O)cc1=O	22	-2
108	Cc1c(O)ccc(/C(O)=C/c2nc3ccccc3s2)c1O	3	-2
109	Cc1ccc(Cl)cc1N1C(=O)c2c(C)nc3ccccc3c2C1=O	17	0
110	CCC1c2ccc(C)n2CCN1C(=O)Nc1ccccc1C (centres undefined)	-1	2
111	CC(=O)C1=C(C)NC(SCC(N)=O)=C(C#N)C1c1sccc1C (centres undefined)	2	1
112	COc1ccc(OCCCOc2ccc(C)cc2OC)cc1	-20	-6
113	Cc1ccc(NC(=O)c2cccs2)cc1C	-4	-13
114	O=[N+]([O-])c1ccc(OCCN2CCOCC2)cc1	-4	-5
115	COc1ccc2cnn(-c3nc4ccccc4s3)c(=O)c2c1OC	7	-13
116	O=C(c1cccs1)N1CCC2(CC1)NC(=O)N(Cc1ccccc1)C2=O	7	-4
117	Cc1csc(C(=O)NNC(=O)C(Cl)Cl)c1	.	-4
118	O=c1ccn(-c2ccc(F)cc2)nc1-c1ccnc(=S)[nH]1	.	12
119	COC(=O)c1ccc(OCC2c3cc(OC)c(OC)cc3CCN2C(=O)C(C)C)cc1 (centres undefined)	19	5
120	COc1cn(CC(=O)NC2CCCCC2)c(CN2CCCCCC2)cc1=O	-4	-3

4 entries from above in a different format:
117) Cc1csc(C(=O)NNC(=O)C(Cl)Cl)c1
  mHTT-CaM PPI inh: .
  Pf apPOL inh: -4
118) O=c1ccn(-c2ccc(F)cc2)nc1-c1ccnc(=S)[nH]1
  mHTT-CaM PPI inh: .
  Pf apPOL inh: 12
119) COC(=O)c1ccc(OCC2c3cc(OC)c(OC)cc3CCN2C(=O)C(C)C)cc1 (centres undefined)
  mHTT-CaM PPI inh: 19
  Pf apPOL inh: 5
120) COc1cn(CC(=O)NC2CCCCC2)c(CN2CCCCCC2)cc1=O
  mHTT-CaM PPI inh: -4
  Pf apPOL inh: -3

Continuation.
nr	molecule	mHTT-CaM PPI inh	Pf apPOL inh
121	Cc1cc(C)cc(NC(=O)N2CCCC(C)(C(=O)NCc3ccc(F)cc3)C2)c1 (centres undefined)	3	-4
122	CCCn1cnnc1C1CCN(C(=O)CCc2ccccc2)CC1	0	0
123	O=[N+]([O-])c1ccc(N2CCN(S(=O)(=O)/C=C/c3ccccc3)CC2)cc1	0	-1
124	O=C(NCc1ccc(F)cc1)C1COC2(CCCCC2)N1C(=O)c1ccccc1 (centres undefined)	-2	-7
125	CCOc1ccc(NC(=O)c2cc(C)n3nccc3n2)cc1	-10	2
